# Source: PubChem BioAssay (several laboratories)
# MRP resist rev: reversal of MRP1-mediated doxorubicin resistance, primary screen, H69AR cells, doxorubicin co-treatment; actives 0.04% (n = 85,000); differential viability (reversal), % at 10 µM; H69AR cells + 2 uM doxorubicin, CellTiter-Glo, 72 h;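 active means viability drop by adding the cancer drug above about 55%, with treated viability meeting a 40% cutoff, limit read from the data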;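 further: viability without doxorubicin minus viability with 2 µM doxorubicin for each compound; larger differential means the compound sensitizes cells more to doxorubicin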
# Bcl-B TR3 displacers: displacers of TR3 peptide from Bcl-B, primary screen, selectivity assay for Bfl-1 inhibitor project, biochemical, fluorescence polarization; AID 748, 2007; FP displacement of FITC-TR3 peptide from Bcl-B; higher % means a stronger effect; actives 0.11% (n = 96,000); Bcl-2-like protein 10 (Homo sapiens); one-dose displacement, % at 20 µM; IC50 in µM for titrated hits;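 active means displacement above 50% at 20 µM plus a fluorescence interference ratio under 1.5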;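 further: plate controls were wells without compound for no effect and wells lacking Bcl-B protein for full effect; a part of the inactive calls stands beside numbers as strong as those of hits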
# NFkB transloc pot: enhancers of NFkB p65 translocation in HUVEC – imaging, IL-1B stimulus, high-content imaging, primary screen. activation, % at 2 µM. actives 0.3% (n = 94,000). HUVEC IL-1B NFkB p65 nuclear translocation imaging;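 active means activation above 40%, about the mean plus 3 SD, also judged a hit on visual image review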;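 further: percent activation is computed from the nuclear over cytoplasmic p65 intensity ratio; values of inactives mirror those of a sister screen read the other way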
# PLAP inhibitors HTS: PLAP enzyme inhibitors, biochemical, luminescence, HTS (AID 690); purified PLAP, luminescent substrate; higher % means a stronger effect; inhibition, % at 20 µM, or IC50 in µM where a hit was titrated; actives 0.08% (n = 96,000); in the data active means a potency from the dose series; inactive means the rest, 99 in 100 with inhibition below about 30%; further: strong numbers were not always called active
# IL1B NFkB inh: inhibitors of IL-1B driven NFkB p65 nuclear import, primary screen, imaging, HUVEC, IL-1B stimulus, high-content imaging. HUVEC IL-1B NFkB p65 nuclear translocation imaging. inhibition, % at 2 µM. actives 0.43% (n = 94,000);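 active means inhibition above about 30% together with a positive call from visual inspection of the well image, limit read from the data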;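 further: nuclear over cytoplasmic p65 intensity ratio measured by imaging; 0% = IL-1B stimulated DMSO wells and 100% = unstimulated DMSO wells; values of inactives mirror those of a sister screen read the other way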
# MRP resist rev cytotoxicity: also measured in MRP resist rev; calls as there; viability, %; H69AR cells, CellTiter-Glo, 72 h; measured here: cytotoxicity without doxorubicin
# MRP resist rev with doxorubicin: also measured in MRP resist rev; calls as there; viability, %; measured here: viability with 2 uM doxorubicin; hits give low values
# IL1B NFkB inh cell count 2 µM: further read-out of IL1B NFkB inh, marked with its call; cell count; measured here: cells passing quality filter;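 raw number of nuclei counted in each imaged well without normalization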
# NFkB transloc pot cell count 2 µM: further read-out of NFkB transloc pot, marked with its call; cell count; measured here: cells passing quality filter
# * marks the source's active call; other numbers are inactive results; nt = no result given.
SMILES,MRP resist rev,MRP resist rev cytotoxicity,MRP resist rev with doxorubicin,Bcl-B TR3 displacers,NFkB transloc pot,NFkB transloc pot cell count 2 µM,PLAP inhibitors HTS,IL1B NFkB inh,IL1B NFkB inh cell count 2 µM
O=C(c1cccc(C(F)(F)F)c1)N1CCC(O)(CS(=O)(=O)Cc2ccc(Cl)cc2)CC1,nt,nt,nt,0%,0,173,-6%,0,173
Clc1ccc(Oc2cnns2)c(Cl)c1,-1,90,91,1%,0,179,2%,0,179
COC(=O)c1nn(-c2cccc(C(F)(F)F)c2)c(=O)cc1Sc1ccccn1,nt,nt,nt,6%,1,184,-1%,-1,184
Cc1ccc(C)n1-c1ccncc1,10,93,82,-7%,-35,130,7%,35*,130*
CCn1c(CNC(=O)COc2ccc(C(C)C)cc2)nnc1SCC(=O)Nc1ccccc1C(C)C,nt,nt,nt,4%,13,189,-66%,-13,189
CCOC(=O)C1CCCN(C(=O)Cn2sc3nc(C)cc(C)c3c2=O)C1 (configuration not stated),0,1,1,8%,-10,147,-7%,10,147
O=c1oc2ccccc2c2c1nc(C(F)(F)F)n2-c1ccccc1,8,99,90,4%,-3,70,1%,0,156
COc1ccccc1OCC(=O)NCc1ccco1,-1,98,98,2%,14,167,14%,-14,167
S=C(c1cccs1)N1CCCC1,17,102,85,-5%,-4,86,20%,4,86
O=C1CC(c2ccc(F)cc2)Cc2nc(N3CCc4ccccc43)ncc21 (configuration not stated),2,60,57,-10%,nt,nt,-21%,nt,nt
C/C(=N\Nc1nnc(C)c(=O)[nH]1)C(=O)O,nt,nt,nt,-7%,-5,153,-88%,5,153
Cc1cc(OCC(=O)N2CCOCC2)c(C(C)C)cc1Cl,23,87,63,-2%,-5,179,-13%,5,179
COc1ccc(-c2noc(C(C)n3nc(C)c([N+](=O)[O-])c3C)n2)cc1OC (configuration not stated),nt,nt,nt,10%,-15,194,-6%,15,194
O=C(COC(=O)C1CC(=O)N(Cc2ccccc2)C1)Nc1ccc2c(c1)OCO2 (configuration not stated),-30,46,75,-10%,-11,88,17%,11,88
CCC1SC(N)=NC1=O (configuration not stated),-2,99,101,-8%,9,147,4%,-8,147
CCN(CC)CCCn1c(=S)[nH]c2ccc(Cl)cc2c1=O,nt,nt,nt,0%,36,163,5%,-36,163
Nc1ccc2oc3ncccc3c(=O)c2c1,-12,77,89,8%,20,146,29%,-20,146
CC1CN(C(=O)CSc2ncnc3sccc23)CC(C)O1 (configuration not stated),13,108,95,-22%,9,140,-18%,-9,140
CNC(=O)Nc1ccc(Cl)cc1,-10,97,108,-4%,-9,164,9%,9,164
O=C1CCc2nc3ccccc3c(=O)n2N1,10,89,79,2%,-6,95,10%,6,95
CCn1c(CNc2nc(-c3ccccc3)cs2)nnc1SCC(=O)NCc1ccco1,0,96,97,2%,-6,95,-42%,6,95
COc1ccccc1NC(=O)C(C)NS(=O)(=O)c1ccc(F)cc1 (configuration not stated),-1,88,90,-5%,6,125,4%,-6,125
COc1ccc(Cn2c(CCC(=O)Nc3ccc(C)cc3)nc3cccnc32)cc1,3,95,92,-4%,nt,nt,20%,nt,nt
COC(=O)c1ccc(C(=O)OC)c(NC(=O)CN(c2ccc3c(c2)OCO3)S(C)(=O)=O)c1,7,90,83,0%,8,149,-68%,-8,149
Cc1nc2cc(NC(=O)Nc3ccc(N4CCOCC4)cc3)ccc2n1C,2,94,92,2%,-3,124,9%,3,124
Cc1c(NC(=O)CCSc2ccc(Cl)cc2)c(=O)n(-c2ccccc2)n1C,14,112,98,-4%,24,140,8%,-24,140
CCc1ccc(C(C)NC(=O)C2(C)CC2(Br)Br)cc1 (configuration not stated),nt,nt,nt,10%,24,208,4%,-24,208
CC(=O)c1cc2c(=O)c3cc(C)ccc3oc2nc1C,0,71,71,-1%,18,214,19%,-18,214
CCOC(=O)C(Cc1ccccc1)NC(=O)CNC(C)=O (configuration not stated),-11,93,104,-6%,16,108,6%,-16,108
O=C1CCc2cc(S(=O)(=O)N3CCN(Cc4ccc5c(c4)OCO5)CC3)ccc2N1,nt,nt,nt,-21%,6,142,-24%,-6,142
COc1ccc(N2CCN(CCNC(=O)CCN3C(=O)COc4ccccc43)CC2)cc1,0,86,86,-1%,nt,nt,-59%,nt,nt
CC(C)CCN1CCNC(=O)C1CC(=O)Nc1ccc(F)cc1 (configuration not stated),9,99,90,-2%,-8,75,-25%,8,75
C=CCNC(=S)NNC(=O)c1cccn(Cc2ccc(Cl)c(Cl)c2)c1=O,nt,nt,nt,-5%,-8,116,-2%,8,116
CC1CC(C)CN(C(=O)CNS(=O)(=O)c2ccc(Br)s2)C1 (configuration not stated),nt,nt,nt,10%,-8,190,-46%,8,190
CN(C)c1nc(OCCOC(=O)COc2ccc(Cl)cc2Cl)nc(N(C)C)n1,-7,94,101,-5%,nt,nt,-22%,nt,nt
C=CCNC(=O)Nc1ccc2oc(C)nc2c1,18,88,69,-5%,2,166,-14%,-2,166
O=C(COC(=O)c1cc(-c2ccco2)nc2ccccc12)NCc1ccccc1,nt,nt,nt,-3%,5,132,13%,-5,132
CCOC(=O)n1c(=O)oc2cc(S(=O)(=O)N3CCCCC3)ccc21,12,94,82,nt,-1,163,nt,1,163
CCn1c(=O)cc(OCC(=O)NCC2CCCO2)c2ccccc21 (configuration not stated),6,84,78,8%,-4,187,24%,4,187
COc1ccc(/C=N/NC(=O)c2ccc(Cn3cc([N+](=O)[O-])cn3)o2)c(OC)c1C,nt,nt,nt,-2%,1,126,8%,-1,126
CC(C)CN1C(=O)CC(Sc2ccccc2C(=O)O)C1=O (configuration not stated),10,94,84,4%,13,183,-23%,-13,183
C=CCOC(=O)C1=C(C)NC(C)=C(C(=O)OCC=C)C1/C=C/c1ccccc1,nt,nt,nt,-5%,-10,106,nt,10,106
CC(C)(C)c1cc(Cc2ccccc2)[nH]n1,-4,89,93,-4%,-2,94,14%,2,94
CCCCCOC(=O)Cc1c(C)nc(-c2ccccc2)[nH]c1=O,-4,101,105,6%,-2,93,13%,2,93
O=C(Nc1ccc2c(c1)OCO2)N1CCOCC1,11,99,88,0%,12,130,-6%,-12,130
CCOc1ccc2c(c1)cc(CN(C(=O)CC)C1CCCCC1)c1nnnn12,-25,55,80,17%,nt,nt,-55%,nt,nt
CCOC(=O)C1CCN(C(=O)C2CC(=O)N(c3ccc(C)cc3)C2)CC1 (configuration not stated),-6,76,82,-10%,17,107,5%,-17,107
CCc1ccc(N2C(=O)Cc3c2nc(N)c(C#N)c3N)cc1,nt,nt,nt,5%,-1,108,-48%,0,108
COc1ccc(N2CCN(C(=O)c3ccc(S(=O)(=O)N4CCOCC4)cc3)CC2)cc1,0,94,94,3%,4,218,4%,-4,218
COc1ccc(-c2nnc3ccc(SCC(=O)N4CCCCCC4)nn23)cc1OC,-10,54,64,-2%,nt,nt,-4%,nt,nt
COc1ccc(-c2[nH]c(-c3ccc(C)cc3)nc2SCC(=O)NCc2ccco2)cc1OC,-34,41,75,-29%,-5,154,-40%,5,154
CC(=O)NCCC(=O)NCc1ccc(F)cc1,9,106,97,0%,7,193,-6%,-7,193
CCC(C)(C)NC(=O)CN(CC1CCCO1)C(=O)CCC(=O)Nc1nccs1 (configuration not stated),-9,88,97,4%,-5,171,-8%,5,171
CC(=O)N1C(c2ccccc2)CC(=O)OC1c1ccc2c(c1)OCO2 (configuration not stated),36,87,51,-5%,4,116,-20%,-4,116
CC(=O)NC(C)C(=O)OCC(=O)Nc1ccc(Br)cc1 (configuration not stated),-7,100,107,7%,14,43,-2%,-14,43
CC(=O)N1CCc2cc(S(=O)(=O)CCC(=O)O)ccc21,-21,92,113,3%,-3,191,3%,3,191
Cn1nnc(NCc2cc(Br)ccc2OCc2cccs2)n1,6,94,88,-6%,5,138,21%,-5,138
CC(NC(=O)CCC1COc2ccccc2O1)c1ccccc1 (configuration not stated),18,107,90,-4%,7,153,-60%,-7,153
COc1ccc2c(c1OC)C(=O)OC2Nc1ncccc1C (configuration not stated),-13,89,102,-4%,-15,114,-13%,15,114
COc1cc(NC2=CC(=O)CC(C)(C)C2)cc(OC)c1,2,96,94,-12%,nt,nt,26%,nt,nt
# Other entries
SMILES,MRP resist rev,MRP resist rev cytotoxicity,MRP resist rev with doxorubicin,Bcl-B TR3 displacers,NFkB transloc pot,NFkB transloc pot cell count 2 µM,PLAP inhibitors HTS,IL1B NFkB inh,IL1B NFkB inh cell count 2 µM
COc1ccc(C(=O)Nc2ccc3c4c(cccc24)CC3)cc1,nt,nt,nt,-7%,-10,131,-7%,10,131
COCCNC(=O)CCCCCn1c(=S)[nH]c2ccccc2c1=O,14,99,85,2%,-16,180,0%,16,180
Cc1oc(C)c(C(=O)NCCCC(=O)O)c1C(=O)NCCCC(=O)O,4,96,92,-3%,6,38,12%,-4,38
Cc1ccc(-n2nnnc2SCCNS(=O)(=O)c2ccccc2)cc1C,-13,67,80,3%,-3,205,47%,3,205

# Compounds from the list above containing an aryl thioether with sulfur outside any ring (9):
SMILES,MRP resist rev,MRP resist rev cytotoxicity,MRP resist rev with doxorubicin,Bcl-B TR3 displacers,NFkB transloc pot,NFkB transloc pot cell count 2 µM,PLAP inhibitors HTS,IL1B NFkB inh,IL1B NFkB inh cell count 2 µM
COC(=O)c1nn(-c2cccc(C(F)(F)F)c2)c(=O)cc1Sc1ccccn1,nt,nt,nt,6%,1,184,-1%,-1,184
CCn1c(CNC(=O)COc2ccc(C(C)C)cc2)nnc1SCC(=O)Nc1ccccc1C(C)C,nt,nt,nt,4%,13,189,-66%,-13,189
CC1CN(C(=O)CSc2ncnc3sccc23)CC(C)O1 (configuration not stated),13,108,95,-22%,9,140,-18%,-9,140
CCn1c(CNc2nc(-c3ccccc3)cs2)nnc1SCC(=O)NCc1ccco1,0,96,97,2%,-6,95,-42%,6,95
Cc1c(NC(=O)CCSc2ccc(Cl)cc2)c(=O)n(-c2ccccc2)n1C,14,112,98,-4%,24,140,8%,-24,140
CC(C)CN1C(=O)CC(Sc2ccccc2C(=O)O)C1=O (configuration not stated),10,94,84,4%,13,183,-23%,-13,183
COc1ccc(-c2nnc3ccc(SCC(=O)N4CCCCCC4)nn23)cc1OC,-10,54,64,-2%,nt,nt,-4%,nt,nt
COc1ccc(-c2[nH]c(-c3ccc(C)cc3)nc2SCC(=O)NCc2ccco2)cc1OC,-34,41,75,-29%,-5,154,-40%,5,154
Cc1ccc(-n2nnnc2SCCNS(=O)(=O)c2ccccc2)cc1C,-13,67,80,3%,-3,205,47%,3,205

# Single entries from above.
# Result for COCCNC(=O)CCCCCn1c(=S)[nH]c2ccccc2c1=O under NFkB transloc pot cell count 2 µM: 180
# Result for COc1ccc(C(=O)Nc2ccc3c4c(cccc24)CC3)cc1 under Bcl-B TR3 displacers: -7%

# An excerpt; count on the stated rates, not on these rows.
